Compound activity from PubChem BioAssay.
Vif-A3F inh: inhibitors of Vif-A3F interaction. HeLa A3F-eYFP + Vif (tagged APOBEC3F with the HIV-1 protein that degrades it), YFP fluorescence increase. Potency, µM (highest dose often 46.1 µM), without a hit: at the top dose activity, negative = active. 0.2% of 390,000 active; further: potency means the concentration at half of the fitted maximal effect; % of control where 0% means no effect; nearly all actives have a fitted effect of over 65% in size
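HeLa cells stably expressing Vif plus C-terminally eYFP-tagged A3F were seeded, incubated overnight at 37 deg C, dosed with compound, incubated overnight again at 37 deg C. Yellow fluorescence (Ex 488/Em 500-530) reported blocked Vif-mediated A3F-eYFP degradation.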
LDHA block: inhibitors of human lactate dehydrogenase A; purified LDHA, NADH/diaphorase-resazurin fluorescence; stronger effect = lower value; activity change, % (values are at about 110 or 230 µM); 0.15% of 480,000 active; AID 1347041; in the data active means activity change below about -30%; inconclusive means mostly about -25% to -30%;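 further: plate controls were DMSO wells for no effect and wells without enzyme for full effect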
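Human LDH5 at 2 nM final in Tris HCl pH 7.4 with 0.06 mM NADH and 0.2 mM pyruvate, reacted 5 minutes at room temperature. Remaining NADH coupled via diaphorase/resazurin; resorufin fluorescence read at 0 and 20 minutes, normalized to enzyme-free and DMSO wells.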
ALOX12 inh: inhibitors of human 12S-lipoxygenase ALOX12. P18054. purified 12hLO, xylenol orange hydroperoxide absorbance. Potency, µM (highest dose often 108 µM), for the others: at the top dose activity change, negative = inhibition, usual class: inhibitors. 1.1% of 580,000 active; further: potency means the concentration at half of the fitted maximal effect; on the % scale 0 is the no-effect control and ±100 the full control effect
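Purified human 12hLO at 150 nM in 25 mM Hepes, 0.01% Triton X-100, pH 7.0, preincubated 15 min at room temperature with compound. Reaction started with 40 uM arachidonic acid, 30 min at room temperature. Hydroperoxide measured by Fe-xylenol orange, 573/405 nm absorbance ratio.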
Vif-A3G inh: Vif-A3G binding inhibition | Q9HC16 | HeLa A3G-eYFP + Vif (tagged APOBEC3G with the HIV-1 protein that degrades it), YFP fluorescence, overnight | Potency, µM (doses to about 46.1 µM), without a hit: top-dose activity, negative = active, hits mostly inhibitors | 0.076% of 410,000 active;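 further: potency means the concentration at half of the fitted maximal effect; on the % scale 0 is the no-effect control and ±100 the full control effect; nearly all actives have a fitted effect of over 60% in size; hits raise eYFP signal because A3G escapes Vif-driven loss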
Target sequence (Q9HC16 whole entry, looked up): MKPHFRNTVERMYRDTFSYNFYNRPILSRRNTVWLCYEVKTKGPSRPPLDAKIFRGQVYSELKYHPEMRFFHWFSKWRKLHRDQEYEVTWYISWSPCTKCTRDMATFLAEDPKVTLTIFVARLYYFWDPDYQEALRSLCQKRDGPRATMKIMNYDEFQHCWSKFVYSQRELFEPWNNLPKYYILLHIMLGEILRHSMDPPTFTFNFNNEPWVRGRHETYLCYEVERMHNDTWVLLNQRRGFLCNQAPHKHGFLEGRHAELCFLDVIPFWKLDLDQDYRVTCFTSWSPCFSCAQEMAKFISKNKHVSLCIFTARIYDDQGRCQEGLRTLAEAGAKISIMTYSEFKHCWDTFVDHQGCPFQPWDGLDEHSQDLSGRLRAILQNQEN
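HeLa cells stably expressing Vif and C-terminally eYFP-tagged A3G, seeded overnight at 37 deg C, then exposed to compound by pintool overnight at 37 deg C. Rise in yellow fluorescence (Ex 488/Em 500-530, Acumen) marks blocked Vif-driven A3G degradation.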
D2 antagonist: D2 dopamine receptor (human) antagonism; 2% of 340,000 active; inhibition, % at 10 µM; P14416; HEK293 TREx D2 cells, calcium flux, dopamine EC80; in the data active means inhibition above about 30%; further: 0% is about no effect
Target sequence (P14416 whole entry, looked up): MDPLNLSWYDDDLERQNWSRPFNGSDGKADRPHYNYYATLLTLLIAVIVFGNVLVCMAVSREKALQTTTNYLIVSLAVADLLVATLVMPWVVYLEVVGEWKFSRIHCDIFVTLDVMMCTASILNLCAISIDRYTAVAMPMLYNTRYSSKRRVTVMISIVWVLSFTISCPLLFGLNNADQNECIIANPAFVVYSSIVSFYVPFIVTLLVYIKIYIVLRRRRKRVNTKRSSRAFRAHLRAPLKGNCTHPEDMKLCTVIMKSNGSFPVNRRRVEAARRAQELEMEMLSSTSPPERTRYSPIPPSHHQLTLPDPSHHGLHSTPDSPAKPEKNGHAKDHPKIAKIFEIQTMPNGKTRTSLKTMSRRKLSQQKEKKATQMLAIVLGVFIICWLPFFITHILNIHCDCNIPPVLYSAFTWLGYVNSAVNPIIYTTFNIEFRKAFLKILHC
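In this primary screen, negative modulation is detected by tracking calcium flux after an EC80 dopamine challenge in inducible HEK293 T-REx D2 cells preexposed to test compound for 180 s.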
Glioma ERSR ind: inducers of ER stress response in human glioma cells. Potency, µM, for inactives: at the highest dose activation, hits mostly activators. 0.02% of 420,000 active. U87-MG GRP78 promoter luciferase reporter, 16 h; further: potency means the concentration at half of the fitted maximal effect; series mostly up to about 76 µM; % of control where 0% means no effect; nearly all actives have a fitted effect of over 35% in size
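ERSR induction read as luciferase luminescence (Bright-Glo, 10 min at room temperature) in stably transfected human U87-MG glioma cells exposed to compounds for 16 h, using GRP78 as sensor.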
RGS4 inh: blocks human RGS4-accelerated GTP hydrolysis. P49798. 0.039% of 390,000 active. Transcreener GDP fluorescence polarization, RGS4-accelerated GTP hydrolysis. Potency, µM (doses to about 114 µM), inactives show at the top dose activity change, negative = inhibition, actives largely listed as inhibitors; further: potency means the concentration at half of the fitted maximal effect; on the % scale 0 is the no-effect control and ±100 the full control effect; nearly all actives have a fitted effect of over 75% in size; some results filed as inactive show a strong effect at the top dose
Target sequence (P49798 whole entry, looked up): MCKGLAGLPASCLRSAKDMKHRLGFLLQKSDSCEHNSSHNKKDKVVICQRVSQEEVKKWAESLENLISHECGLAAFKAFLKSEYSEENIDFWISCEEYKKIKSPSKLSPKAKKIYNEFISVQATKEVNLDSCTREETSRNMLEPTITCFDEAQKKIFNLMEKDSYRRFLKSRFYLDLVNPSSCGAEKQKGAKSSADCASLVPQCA
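MLSMR compounds (23 nl, pin-transferred) preincubated 10 min at room temperature with a 500nM (2x) first reagent, then RGS4 at 900nM (2x) plus Transcreener GDP mix added; fluorescence polarization (620/688 nm) read before and after 90 min at 30 °C.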
ERG Ets-DNA blk: blocks human ERG Ets domain binding to DNA. 0.028% of 370,000 active. AID 624246. P11308. fluorescence polarization, His-ERG Ets domain / labelled DNA. Potency, µM (doses to about 76.9 µM), without a hit: top-dose FP activity, negative = inhibition, usual class: inhibitors; active means well fitted inhibition curve with a large enough effect in the polarisation, with a control signal flat; inconclusive means small, poorly fitted or top-dose-only effect, or effect the other way, or a change in a side signal; inactive means no such curve, though single readings can be large or run the other way; the % refers to the polarisation;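 further: polarization taken with two DNA probes labelled with fluorescein and Texas red; potency means the concentration at half of the fitted maximal effect; % of control where 0% means no effect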
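His-tagged ERG Ets domain (1 uM in the protein solution; 300mM KCl, 50mM Tris-HCl, 1mM EDTA, 1mM DTT, pH 7.5) received compound, then a probe mix of 5 nM fluorescein-DNA and 100nM Texas-615-DNA. Fluorescence polarization was read for both dyes.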
D2 agonist: D2 dopamine receptor (human) agonism | P14416 | HEK293 T-REx D2 cells, calcium flux agonist mode | activation, % at 2 µM | 0.53% of 340,000 active;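 active means activation over 3 SD above normal in the single-dose calcium agonist read, cut at about 30% in these data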; further: 0% is about no effect
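Tetracycline-induced HEK293 T-REx cells with force-coupled D2 receptor, plated overnight at 30 C, loaded with no-wash calcium dye. After a 10 s baseline, compound was pin-added and calcium flux read kinetically for 180 s; calcium rises flagged agonists.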
The depositor's hits bear a star; ? = inconclusive; . = no result given; & = joins results of further samples; [ ] = remark or other dose. Unless noted, the call rests on the fitted dose curve; in most records, active means well fitted curve in the direction sought with a large enough effect; inconclusive means small, poorly fitted or top-dose-only effect, or another doubt; inactive means no such curve, though single readings can be large; an effect the other way counts as inactive or inconclusive. These rows are one share of the data; rates above refer to the full screens.

mol | ALOX12 inh | RGS4 inh | Vif-A3F inh | D2 agonist | Glioma ERSR ind | D2 antagonist | Vif-A3G inh | ERG Ets-DNA blk | LDHA block
O=C(CCCCCn1c(SCC(=O)c2ccccc2)nc2ccccc2c1=O)NCc1ccco1 | 0% | 23% | -7% | 1.3 | -4% | -11 | -10% | 6% | 0
Cn1c(N)c(C(=O)COC(=O)c2ccc(OC(F)F)cc2)c(=O)n(C)c1=O | -25% | 10% | -8% | 0.5 | -1% | -20 | 1% | -7% | -18
CCOC(=O)C1=C(C)N(C)C(=S)NC1c1ccc(Cl)cc1Cl (configuration not stated) | ? | -8% | -6% | 0.3 | 0% | -3 | -12% | -1% | 1
CC(=O)NNc1cc(N2CCOCC2)nc(N2CCOCC2)n1 | -6% | -9% | -21% | 7.1 | -3% | -8 | 4% | ? | 14
O=c1nc2ccccc2c2n1CC(CN1CCN(c3ccccc3F)CC1)N2 (configuration not stated) | 6% | -3% | -16% | 29 | 2% | 16 | 0% | 8% | -2
C[C@H]1CN([C@@H](C)CO)C(=O)c2cccc(NS(=O)(=O)c3ccc(F)cc3)c2O[C@H]1CN(C)Cc1ccc(Cl)c(Cl)c1 | ? | 21% | 1% | . | -3% | . | -8% | 5% | 0
O=C(COC(=O)c1ccc(Cl)c(S(=O)(=O)N2CCOCC2)c1)Nc1ccc2[nH]c(=O)[nH]c2c1 | 155%[activator] | -33% | 2% | -0.5 | 4% | 3 | 2% | 8% | -7
COc1ccccc1-n1nnnc1SCc1cc2c(cc1Br)OCO2 | 0% | 30% | -4% | 0.2 | -7% | -9 | 0% | 3% | -6
Cc1cc(OCC(=O)N2CCN(c3ncccn3)CC2)ccc1Cl | 8% | -20% | 1% | -0.4 | -2% | -6 | -1% | -19% | 1
Cc1cc2ccccn2c1C(=O)c1ccc([N+](=O)[O-])cc1[N+](=O)[O-] | -3% | 5% | 2% | 0.5 | 0% | 16 | -3% | 29% | -8
CCCS(=O)(=O)c1nc(S(=O)(=O)c2ccc(C)cc2)c(NCCCn2ccnc2)s1 | -23% | 22%[11.4 µM] | 3% | 0.0 | -6% | 8 | 12% | 4% | -2
COc1ccc(C(=O)NCC(=O)OCC(=O)NC2CCCC2)cc1 | -15% | 9% | 3% | 3.2 | -3% | -2 | 1% | 3% | -6
CC(C)OC(=O)c1ccc(NC(=S)NC(=O)c2cncc(Br)c2)cc1 | -6% | 15%[56.9 µM] | -7% | -1.1 | -3% | -1 | 0% | 4% | -14
Cc1ccccc1CN1c2ccccc2-c2nc(SCC(=O)c3ccc(Cl)cc3)ncc2S1(=O)=O | -13% | -3% | -5% | -0.1 | -1% | . | -5% | -2% | -15
Cc1ccc(C2NC(=O)c3c(sc4c3CCN(C)C4)N2)o1 (configuration not stated) | 202%[activator] | -25% | -9% | 0.4 | -5% | -15 | 1% | . | 4
O=C(Cc1ccc(Br)cc1)N1CCN(c2ccc(F)cc2)CC1 | ? | -24% | -15% | -0.7 | -1% | 10 | 1% | 2% | 2&-3
Cc1cccc(N(CC(=O)NCCc2ccccc2)S(=O)(=O)c2ccccc2)c1C | -5% | 3% | 3% | -1.9 | 0% | . | 3% | 0% | -3
O=C(CS(=O)CC(=O)N(c1ccccc1)C(C(=O)NC1CCCC1)c1cccs1)Nc1ccc(F)cc1 (configuration not stated) | -24% | -44% | -4% | 0.0 | -5% | -30 | 0% | 1% | -2
CCC[N+](CC#Cc1ccccc1)(CCC)CC(=O)OCC | 4% | 21% | -6% | 0.4 | -4% | -17 | -4% | 17% | -3
Cc1ccc(NC(=S)N2CCC(NC(=O)c3ccccc3)CC2)cc1 | -13% | -10% | -14% | 0.5 | -3% | -3 | 0% | 13% | 0
Cn1c(CSCc2ccccc2)nnc1SCC(=O)Nc1nccs1 | -31% | 6% | -9% | 0.4 | 1% | -4 | 1% | -1% | 0
Cc1ccccc1C(=O)N1CCN(c2ncnc3c2cnn3-c2ccccc2)CC1 | 6% | -28% | -4% | 0.9 | -1% | -9 | -13% | -16% | 4
Cc1cc(S(=O)(=O)NCc2ccccc2)ccc1OCC(=O)N1CCOCC1 | 0% | -9% | -1% | . | -2% | . | 1% | 0% | -10
Cc1ccc(S(=O)(=O)N2CCN(C(=O)COC(=O)/C=C/c3ccc(C(F)(F)F)cc3)CC2)c(C)c1 | 15% | -7% | -1% | . | -1% | . | 1% | 5% | 0
O=C(NCc1ccccc1Cl)c1ccc2nc([C@@H]3O[C@H](CO)[C@@H](O)[C@H]3O)[nH]c2c1 | 4% | . | . | . | -2% | . | 3% | . | 5
COc1ccc(/C=N/NC(=O)c2nnn(-c3nonc3N)c2-c2cccc(OC)c2)cc1 | 15% | -44%[56.9 µM] | -7% | 5.5 | -3% | 34* | -9% | 4% | -11
COc1ccc2nc(C)c(C(N)=O)cc2c1 | 60%[activator] | -38% | -20% | 1.1 | -2% | -7 | 0% | 1% | -4
O=C(NCCCN1CCOCC1)c1nn2c(C(F)(F)F)cc(-c3ccco3)nc2c1Cl | -1% | -25% | -12% | 3.2 | -2% | 14 | 0% | -2% | -2
O=C(CN1CCN(Cc2ccccc2)CC1)N1CCCc2c1c(=O)oc1ccc(O)cc21 | 2% | -14% | 3% | 0.3 | -2% | -27 | -15% | -19% | -5
COCCCNc1nc2ccccc2nc1NS(=O)(=O)c1ccccc1 | ? | 13% | 22µM* | 0.9 | -1% | -17 | 1% | -16% | -8
O=C1OC2CCC1(c1ccccc1)C2 (configuration not stated) | 39%[activator] | -1% | -3% | -0.7 | -2% | 4 | -1% | 4% | -5
COc1ccccc1NC(=O)CN(c1ccc(C)cc1)S(=O)(=O)c1c(C)n[nH]c1C | 80%[activator] | 28% | . | -0.1 | -5% | -5 | 1% | -2% | -5
O=C(CNC(=O)c1ccc(Br)o1)OCC(=O)c1cccc([N+](=O)[O-])c1 | 0% | -11% | -22% | -0.9 | 1% | 29 | 1% | 7% | -7
NC(=O)C1CCN(c2nnnn2-c2ccccc2)CC1 | 0% | -16% | 1% | 0.4 | 0% | -6 | -4% | 11% | -1
CCOC(=O)c1c(C)[nH]c(C(=O)COC(=O)c2oc3ccc(OC)cc3c2C)c1C | 46%[activator] | 1%[11.4 µM] | 7% | 2.3 | -3% | 9 | -2% | -7% | -5
COc1ccc(C(=O)Nc2nc(N)n(-c3ccccc3)n2)cc1OC | -2% | 7% | -4% | 0.5 | -3% | -3 | -1% | 2% | 2
COc1ccccc1CNC(=O)C(=O)NCC(c1ccco1)N1CCOCC1 (configuration not stated) | -6% | -8%[11.4 µM] | -13% | 1.4 | -2% | -7 | 0% | -20% | -4
Cc1nn(-c2ccccc2)c2c1C(c1ccccc1)C(C#N)=C(N)O2 (configuration not stated) | 20% | -6%[11.4 µM] | 1% | 5.4 | -5% | -12 | -4% | -5% | 0
Cc1ccc(/C=N/OC(=O)c2nn(C)cc2Cl)cc1 | 1% | 13% | 4% | . | 3% | . | -3% | -12% | -13
Cc1cc(Nc2ccccc2)c2c([N+](=O)[O-])c(C)cc(C)c2n1 | 5%&0% | -16% | -6% | -0.6 | -2% | 2 | -5% | 3% | 7&2
Cc1ccc(N(C(C)C(=O)Nc2cccc(N(C)S(C)(=O)=O)c2)S(C)(=O)=O)cc1 (configuration not stated) | -9% | 24% | 15% | 2.7 | -1% | -1 | -1% | -3% | -4
Cc1ccc(S(=O)(=O)N2CCN(C(=O)C3CCCCC3)CC2)cc1 | -9%[57.4 µM] | 31% | 1% | -0.8 | -6% | -2 | -4% | . | -3
Cc1cc(-c2ccccc2)nc(N/N=C/c2ccc([N+](=O)[O-])cc2)n1 | -12% | -6% | -5% | -1.8 | -1% | 18 | -3% | -9% | -8
CCOC(=O)COc1nc2c(c(-c3ccco3)c1C#N)CCc1ccccc1-2 | 187%[activator] | 8% | 0% | 0.2 | 0% | -4 | -2% | -1% | -3
COc1ccccc1N1CCN(C(=O)C(=O)c2cn(CC(=O)N3CCCC3)c3ccccc23)CC1 | 0% | 17% | -7% | 1.1 | -1% | -14 | 4% | -7% | 0
Cc1ccc(C)c(NC(=S)N2CCN(Cc3ccccc3)CC2)c1 | -9% | 27% | -1% | -2.0 | -2% | -4 | -2% | 15% | -2
N#Cc1cccc2cccc(S(=O)(=O)N3CCOCC3)c12 | -13% | 8% | -2% | 0.0 | -5% | -10 | -6% | -11% | -15
COc1ccc(C(=O)NNC(=S)NC(=O)c2cccs2)cc1 | ? | -17% | -3% | 7.6 | 1% | 1 | 9% | -18% | -1
CCOC(=O)c1sc(C)c2c(=O)n(Cc3ccc(Cl)cc3)cnc12 | -6% | -11% | 7% | 0.2 | -3% | -4 | 1% | -7% | 0
COc1ccc(-n2ncc3c2ncn2nc(COc4ccc(Cl)cc4)nc32)cc1 | -9% | -9% | . | 1.0 | . | . | . | -3% | -2
